Compound activity from PubChem BioAssay.
RGS4 inhibitor: Inhibitors of Regulator of G Protein Signaling (RGS) 4: qHTS; Potency, µM (top dose mostly 114 µM), without a hit: top-dose activity change, negative = inhibition, most hits filed as inhibitors; actives 0.039% (n = 390,000); Regulator of G-protein signaling 4 (Homo sapiens), P49798; AID 504845, 2011; Transcreener GDP fluorescence polarization, RGS4-accelerated GTP hydrolysis; also: potency is read from the fitted curve at half-maximal effect; % is scaled to controls: 0 for no effect and ±100 for the full control effect; nearly all actives have a fitted effect of over 75% in size; some results filed as inactive show a strong effect at the top dose
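MLSMR compounds (23 nl, pin-transferred) preincubated 10 min at room temperature with a 500nM (2x) first reagent, then RGS4 at 900nM (2x) plus Transcreener GDP mix added; fluorescence polarization (620/688 nm) read before and after 90 min at 30 °C.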
D2 antagonist: HTS Assay for Allosteric Antagonists of the Human D2 Dopamine Receptor: Primary Screen for Antagonists; D(2) dopamine receptor (Homo sapiens), P14416; HEK293 TREx D2 cells, calcium flux, dopamine EC80; inhibition, % at 10 µM; actives 2% (n = 340,000); in the data active = inhibition above about 30%; also: 0% is about no effect
Target sequence (P14416 whole entry, looked up): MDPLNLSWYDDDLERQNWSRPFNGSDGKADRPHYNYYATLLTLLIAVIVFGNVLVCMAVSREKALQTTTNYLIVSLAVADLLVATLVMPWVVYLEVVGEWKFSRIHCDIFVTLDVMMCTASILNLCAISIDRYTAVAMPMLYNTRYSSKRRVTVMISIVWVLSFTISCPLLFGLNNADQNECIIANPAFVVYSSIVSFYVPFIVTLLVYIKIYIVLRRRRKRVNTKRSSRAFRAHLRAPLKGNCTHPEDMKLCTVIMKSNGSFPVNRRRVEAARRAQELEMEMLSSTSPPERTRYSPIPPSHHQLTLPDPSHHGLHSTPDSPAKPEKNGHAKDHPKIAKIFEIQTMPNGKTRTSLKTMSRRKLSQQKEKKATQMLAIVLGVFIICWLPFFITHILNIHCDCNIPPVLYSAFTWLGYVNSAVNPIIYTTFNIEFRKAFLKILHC
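Antagonism is scored as inhibition of an EC80 dopamine-evoked calcium signal in a force-coupled, tetracycline-inducible HEK293 T-REx D2 line, with compound present 180 s before agonist.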
D2 agonist: HTS Assay for Allosteric Agonists of the Human D2 Dopamine Receptor: Primary Screen for Agonists | HEK293 T-REx D2 cells, calcium flux agonist mode | AID 485358, 2010 | D(2) dopamine receptor (Homo sapiens), P14416 | activation, % at 2 µM | actives 0.53% (n = 340,000);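 active = activation over 3 SD above normal in the single-dose calcium agonist read, cut at about 30% in these data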; also: 0% is about no effect
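In this primary screen, compounds producing a positive calcium signal within 180 s of addition to tetracycline-induced, force-coupled HEK293 Trex D2 cells are flagged; cells are dye-loaded with a no-wash calcium kit beforehand.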
ERG-DNA inh: qHTS for Small Molecule Inhibitors of the ERG Ets/DNA interaction; AID 624246, 2012; actives 0.028% (n = 370,000); fluorescence polarization, His-ERG Ets domain / labelled DNA; Transcriptional regulator ERG (Homo sapiens), P11308; Potency, µM (series often up to 76.9 µM), inactives show top-dose FP activity, negative = inhibition, most hits filed as inhibitors; active = well fitted inhibition curve with a large enough effect in the polarisation, with a control signal flat; inconclusive = small, poorly fitted or top-dose-only effect, or effect the other way, or a change in a side signal; inactive = no such curve, though single readings can be large or run the other way; the % refers to the polarisation;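 also: polarization taken with two DNA probes labelled with fluorescein and Texas red; potency is read from the fitted curve at half-maximal effect; % of control where 0% means no effect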
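His-tagged ERG Ets domain (1 uM in the protein solution; 300mM KCl, 50mM Tris-HCl, 1mM EDTA, 1mM DTT, pH 7.5) received compound, then a probe mix of 5 nM fluorescein-DNA and 100nM Texas-615-DNA. Fluorescence polarization was read for both dyes.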
LDHA inh: qHTS assay for inhibitors of human lactate dehydrogenase; purified LDHA, NADH/diaphorase-resazurin fluorescence; stronger effect = lower value; actives 0.15% (n = 480,000); activity change, % (values are at about 110 or 230 µM); L-lactate dehydrogenase A chain (Homo sapiens), P00338; in the data active = activity change below about -30%; inconclusive = mostly about -25% to -30%;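 also: plate controls were DMSO wells for no effect and wells without enzyme for full effect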
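Human LDH5 at 2 nM final in Tris HCl pH 7.4 with 0.06 mM NADH and 0.2 mM pyruvate, reacted 5 minutes at room temperature. Remaining NADH coupled via diaphorase/resazurin; resorufin fluorescence read at 0 and 20 minutes, normalized to enzyme-free and DMSO wells.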
ALOX12 inh: Primary qHTS assay for inhibitors of human arachidonate 12S-lipoxygenase (ALOX12): Round 2 | actives 1.1% (n = 580,000) | Potency, µM (doses to about 108 µM), without a hit: top-dose activity change, negative = inhibition, usual class: inhibitors | AID 1671190, 2021 | purified 12hLO, xylenol orange hydroperoxide absorbance | Polyunsaturated fatty acid lipoxygenase ALOX12 (Homo sapiens), P18054; also: potency is read from the fitted curve at half-maximal effect; % is scaled to controls: 0 for no effect and ±100 for the full control effect
Target sequence (P18054 whole entry, looked up): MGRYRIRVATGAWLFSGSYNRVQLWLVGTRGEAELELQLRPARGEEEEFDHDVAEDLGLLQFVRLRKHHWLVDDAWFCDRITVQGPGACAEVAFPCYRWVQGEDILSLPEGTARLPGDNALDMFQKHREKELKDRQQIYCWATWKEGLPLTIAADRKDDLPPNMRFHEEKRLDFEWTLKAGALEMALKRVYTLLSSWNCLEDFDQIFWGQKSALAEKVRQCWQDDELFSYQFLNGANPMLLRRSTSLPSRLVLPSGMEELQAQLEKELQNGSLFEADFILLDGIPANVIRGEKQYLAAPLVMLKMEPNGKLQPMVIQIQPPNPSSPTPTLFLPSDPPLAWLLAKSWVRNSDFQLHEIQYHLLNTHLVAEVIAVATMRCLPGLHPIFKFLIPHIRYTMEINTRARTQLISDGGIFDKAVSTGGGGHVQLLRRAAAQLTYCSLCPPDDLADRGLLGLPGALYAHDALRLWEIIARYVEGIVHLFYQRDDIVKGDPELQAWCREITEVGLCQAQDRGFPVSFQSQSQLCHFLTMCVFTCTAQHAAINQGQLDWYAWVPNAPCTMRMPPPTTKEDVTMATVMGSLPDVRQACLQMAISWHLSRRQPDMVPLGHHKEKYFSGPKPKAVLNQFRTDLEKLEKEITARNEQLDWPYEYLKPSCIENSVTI
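Hydroperoxide product was detected by ferrous iron/xylenol orange as the 573 to 405 nm absorbance ratio. Arachidonic acid at 40 uM (final) was turned over for 30 min at room temperature by 150 nM human 12hLO, pH 7.0 Hepes buffer, after 15 min compound preincubation.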
GRP78 ERSR act: qHTS for Inducers of the Endoplasmic Reticulum Stress Response (ERSR) in Human Glioma: qHTS; U87-MG GRP78 promoter luciferase reporter, 16 h; Potency, µM, for inactives: top-dose activation, usual class: activators; actives 0.02% (n = 420,000); AID 602332, 2012; also: potency is read from the fitted curve at half-maximal effect; series mostly up to about 76 µM; % of control where 0% means no effect; nearly all actives have a fitted effect of over 35% in size
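Stably transfected U87-MG glioma cells carrying a GRP78-based luciferase sensor; 16 h compound incubation. Luminescence end-point read 10 min after Bright-Glo addition at room temperature.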
Vif-A3F inh: qHTS for Inhibitors of Vif-A3F Interactions: qHTS; actives 0.2% (n = 390,000); AID 602313, 2012; Potency, µM (series often up to 46.1 µM), for the others: at the top dose activity, negative = active; HeLa A3F-eYFP + Vif (tagged APOBEC3F with the HIV-1 protein that degrades it), YFP fluorescence increase; also: potency is read from the fitted curve at half-maximal effect; % of control where 0% means no effect; nearly all actives have a fitted effect of over 65% in size
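HeLa cells stably expressing A3F-eYFP plus Vif, plated and incubated overnight at 37 deg C, then exposed to compounds overnight at 37 deg C. Blocked degradation read as raised yellow fluorescence (Ex 488/Em 500-530).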
Vif-APOBEC3G blk: qHTS for Inhibitors of Vif-A3G Interactions: qHTS. Potency, µM (series often up to 46.1 µM), for inactives: at the top dose activity, negative = active, most hits filed as inhibitors. actives 0.076% (n = 410,000). HeLa A3G-eYFP + Vif (tagged APOBEC3G with the HIV-1 protein that degrades it), YFP fluorescence, overnight. DNA dC->dU-editing enzyme APOBEC-3G (Homo sapiens), Q9HC16;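 also: potency is read from the fitted curve at half-maximal effect; % is scaled to controls: 0 for no effect and ±100 for the full control effect; nearly all actives have a fitted effect of over 60% in size; hits raise eYFP signal because A3G escapes Vif-driven loss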
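Read-out is eYFP fluorescence (Ex 488/Em 500-530) from Vif-expressing HeLa A3G-eYFP cells; more signal means A3G escaped Vif-mediated degradation. Cells plated overnight, compound pinned in, incubated overnight at 37 deg C.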
* hit, by the source's call; i = inactive; u = inconclusive; x = no result given; & = joins results of further samples; [ ] = remark or other dose. Unless noted, calls follow the shape of the dose curve; as a rule, active = well fitted curve in the direction sought with a large enough effect; inconclusive = small, poorly fitted or top-dose-only effect, or another doubt; inactive = no such curve, though single readings can be large; an effect the other way counts as inactive or inconclusive. These rows are one share of the data. The share of hits here may be higher or lower than overall.

item	SMILES	RGS4 inhibitor	D2 antagonist	D2 agonist	ERG-DNA inh	LDHA inh
1	CC(=O)c1ccc2c(c1)c(C#N)c1ccccc1[n+]2[O-]	11%	9	6.2	23%	2
2	COc1ccccc1-c1c(C)nn2c(N3CCOCC3)cc(C)nc12	-25%	-20	0.2	-1%	-13
3	Cc1ccc(S(=O)(=O)Nc2ccccc2F)cc1C(=O)N1CCCC1	0%	-11	0.2	-2%	-4
4	CC(C)c1ccc2oc(-c3ccc(N)cc3)nc2c1	9%	6	-1.2	-1%	-2&5
5	C=CCC[C@H](Cc1ccc(F)cc1)C(=O)OC[C@@H](C)NC(=O)[C@@H](CC=C)CC(=O)N[C@@H](CO)Cc1ccccc1	4%	x	x	5%	-6
6	N#Cc1cccc(N2[C@@H](Cc3cc4ccccc4n3Cc3ccccc3)COC[C@H]2Cc2ccc3ccccc3c2)c1	x	x	x	x	0
7	c1ccc(C[C@H]2CN=C(Nc3ccccc3)N2CC2CCCCCC2)cc1	13%	x	x	-13%	-2
8	CC(=O)Nc1ccc(NC(=O)C(C)OC(=O)CNC(=O)c2cccs2)cc1 (stereo not drawn)	-6%	1	1.1	11%	-4
9	COc1ccc(-c2cc(C(F)(F)F)n3nc(C(=O)OC(C)C)cc3n2)cc1	7%	x	0.2	0%	-2
10	CCOCCCNC(=S)N1CCCN(c2nc3cc(C)ccc3cc2C#N)CC1	2%	-17	-0.5	4%	-11
11	O=C(O)c1ccc2c(c1)CCC2	-20%	9	0.1	5%	-3
12	CCc1cc2c(cc3c(=O)n(CC(=O)N4CCN(c5ccccn5)CC4)nc(CC)n32)s1	-4%	1	0.5	x	-6
13	CCCCCCCNC(=O)C1(CC2CC(c3cccc(Br)c3)=NO2)CCN(C(=O)c2cc(OCC)c(OCC)c(OCC)c2)CC1 (stereo not drawn)	-14%	-11	1.3	1%	1
14	Cc1ccc(-c2nnn(CC(=O)N(CC3CCCO3)C(C(=O)NC3CCCC3)c3ccc(O)cc3)n2)o1 (stereo not drawn)	20%	-2	-0.4	14%	-8
15	O=C(OCC(=O)c1ccccc1Br)c1ccncc1	10%	x	x	-5%	-15

item	ALOX12 inh	GRP78 ERSR act	Vif-A3F inh	Vif-APOBEC3G blk
1	0%	2%	4%	1%
2	0%	-6%	4%	1%
3	-2%	-6%	2%	2%
4	u	-7%	-1%	-6%
5	-58%	-2%	4%	0%
6	-1%	-2%	-4%	3%
7	25%	-7%	-1%	4%
8	-6%	-6%	12%	-2%
9	5%	-5%	-2%	-6%
10	-9%	-4%	12%	0%
11	0%	-3%	-4%	2%
12	13%	-6%	-1%	-4%
13	2%	-2%	2%	-7%
14	-1%	-2%	2%	-10%
15	9%	0%	-6%	3%

The results go on.
item	SMILES	RGS4 inhibitor	D2 antagonist	D2 agonist	ERG-DNA inh	LDHA inh
16	O=C(Nc1nc2nc(-c3ccccc3)cc(=O)n2[nH]1)c1ccc(F)cc1	-5%	x	-0.2	2%	-16
17	CCOc1[nH]n(-c2ccccc2)c(=O)c1C=NCC(=O)OC	-15%	18	1.0	6%	-2
18	C=CCSc1nc2c(c(=N)n1CC=C)C1CCCC1S2 (stereo not drawn)	-32%	-29	0.2	-3%	-7
19	O=C(c1ccc(F)cc1)C1CCN(C(=O)c2ccccc2)CC1	-7%	-4	0.0	-4%	-11
20	O=C(Nc1c(C(=O)N2CCOCC2)cnn1-c1ccccc1)c1ccccc1F	-25%	-14	0.0	-8%	-3
21	O=C(NCCN1CCN(c2ccccc2)CC1)c1ccccc1F	-5%[56.9 µM]	72*	79*	-3%	-5
22	Cc1cc(C)nc(SCc2nnc(SCC(=O)N3CCOCC3)o2)n1	-13%	-9	-0.3	4%	1
23	Cc1cc(C(=O)O)c2ccccc2n1	-24%	9	1.6	x	-2
24	Cc1ccccc1NC(=O)C(Cc1ccccc1)N1Cc2ccccc2C1=O (stereo not drawn)	2%	x	-0.9	-4%	-1
25	COc1ccc(Nc2ncnc3ccccc23)c(OC)c1	u	3	-0.2	-3%	3
26	CC(C)NC(=O)c1onc(CSc2ccc(F)c(F)c2)c1C(=O)O	-23%	-14	0.4	-15%	-5
27	CCCc1nnc(NC(=O)c2c(O)c3cccc4c3n(c2=O)CCC4)s1	-47%	3	0.5	x	0
28	Cc1ccc(F)c(S(=O)(=O)NC(=O)C2(C)CCN2C(=O)Cc2ccccc2)c1 (stereo not drawn)	x	x	x	x	-2
29	CC(NC(=O)c1ccccc1Cl)c1nnc(SCC(=O)Nc2ccc(C(=O)O)cc2)n1C (stereo not drawn)	17%	30*	-0.8	0%	-3
30	COCCN(C(=O)COC(=O)C1CCCCC1)c1c(N)n(Cc2ccccc2)c(=O)[nH]c1=O	x	x	x	x	-14

item	ALOX12 inh	GRP78 ERSR act	Vif-A3F inh	Vif-APOBEC3G blk
16	2%	-4%	-4%	5%
17	0%	-1%	-1%	-4%
18	-23%	-4%	5%	-6%
19	18%	-2%	5%	2%
20	-45%	-1%	u	-6%
21	u	-6%	15%	-1%
22	0%	0%	0%	-4%
23	-10%	-2%	2%	1%
24	-6%	-3%	1%	-7%
25	3%	-2%	-8%	0%
26	32µM*	3%	2%	-16%
27	x	-2%	x	4%
28	10%	-2%	x	-3%
29	0%	-4%	-4%	1%
30	1%	-3%	-3%	1%

Entries of single compounds, quoted from the list.
Cc1cc(C)nc(SCc2nnc(SCC(=O)N3CCOCC3)o2)n1 across the screens: RGS4 inhibitor = -13%; D2 antagonist = -9; D2 agonist = -0.3; ERG-DNA inh = 4%; LDHA inh = 1; ALOX12 inh = 0%; GRP78 ERSR act = 0%; Vif-A3F inh = 0%; Vif-APOBEC3G blk = -4%
Cc1ccccc1NC(=O)C(Cc1ccccc1)N1Cc2ccccc2C1=O (stereo not drawn) across the screens: RGS4 inhibitor = 2%; D2 antagonist = x; D2 agonist = -0.9; ERG-DNA inh = -4%; LDHA inh = -1; ALOX12 inh = -6%; GRP78 ERSR act = -3%; Vif-A3F inh = 1%; Vif-APOBEC3G blk = -7%

Remaining list, next part
item	SMILES	RGS4 inhibitor	D2 antagonist	D2 agonist	ERG-DNA inh	LDHA inh
31	O=C(Nc1ccccc1C(=O)NCc1cccnc1)c1ccccc1F	-8%	4	-0.7	-3%	-1
32	COc1ccc(C(=O)N2N=C3CC(C)(C)OCC3C2c2ccccc2)cc1 (stereo not drawn)	26%	-2	1.0	8%	0
33	COC(=O)c1cc(OC)c(OC)cc1NC(=O)c1cc(-c2ccccc2)nc2ccccc12	22%	-7	0.0	3%	-2
34	Cc1cccc(C)c1OCc1cc(C(=O)N2CCC(C3CCCCC3)C2)no1 (stereo not drawn)	6%	x	x	-1%	-1
35	CCC(=O)N1CCc2cc(CNC(=O)c3ccccc3C)ccc21	-11%	x	0.5	0%	3
36	Cc1ccccc1OCc1nc2ccccc2c(=O)n1/N=C/c1c[nH]c2ccccc12	5%	9	-0.5	20%	-9
37	N#CC1=C(N)SC(N)=C(C#N)C1c1c(Cl)cccc1Cl	u	-8	0.2	12%	16
38	CCOC(=O)C1CN(Cc2ccccc2)C(=O)C1=O (stereo not drawn)	13%	x	x	52%[activator]	-9
39	CCC(C)(C)NS(=O)(=O)c1cc(CN2C(=O)c3cccnc3C2=O)ccc1OC	28%	0	0.0	18%	-3
40	Cc1ccc(-c2cc3nc(-c4ccccc4)cc(N4CCOCC4)n3n2)cc1	-3%[11.4 µM]	-14	-0.1	3%	-6
41	C(=C\c1ccccc1)/CSc1nnc(-c2ccccc2)n1Cc1ccco1	-23%	-3	1.3	9%	1
42	O=C(O)C(NC(=O)C1CCCN1C(=O)OCc1ccccc1)c1ccccc1 (stereo not drawn)	-4%	-4	1.0	3%	-4

item	ALOX12 inh	GRP78 ERSR act	Vif-A3F inh	Vif-APOBEC3G blk
31	i	-1%	5%	4%
32	2%	-5%	-15%	0%
33	19%	-4%	-3%	2%
34	3%	1%	-13%	4%
35	-14%	3%	-8%	2%
36	-10%	-4%	-6%	-8%
37	u	8%	-2%	u
38	-20%	-6%	4%	2%
39	0%	-2%	2%	1%
40	27%	-4%	7%	-1%
41	u	-5%	-7%	u
42	67%[activator]	1%	5%	-6%
